KDM5B inh = Primary screen for KDM5B Histone Demethylases FDH-coupled qHTS; KDM5B demethylase, FDH-coupled NADH fluorescence (FDH is formaldehyde dehydrogenase); Potency, µM (series often up to 57.7 µM), without a hit: at the highest dose activity change, negative = inhibition, usual class: inhibitors; Lysine-specific demethylase 5B (Homo sapiens), Q9UGL1; actives 2.6% (n = 220,000); active = well fitted inhibition curve with a large enough effect; inconclusive = small, poorly fitted or top-dose-only effect; inactive = no such curve, though single readings can be large or run the other way; note: 0% is about no effect; nearly all actives have a fitted effect of over 70% in size
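Inhibition is measured as reduced NADH fluorescence generation from FDH coupling to formaldehyde release. Truncated KDM5BΔAP at 200 nM final acts on H3K4me3 peptide (12.5 µM in substrate mix) in pH 7.5 HEPES buffer with Tween-20, 30 min, room temperature.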
* = called active by the depositor; ? = inconclusive; & = joins results of further samples; [ ] = another dose, or the depositor's remark. Potency is the fitted concentration of half-maximal effect. This is a subset, so the mix of outcomes need not match the whole.

A first look:
SMILES	KDM5B inh
CCc1ccc(CN(C)C(=O)CCc2nnc(-c3ccc(-c4ccccc4)cc3)o2)nc1	?
CCCCN1C(=O)N2Cc3ccccc3C2CS1(=O)=O (configuration not stated)	21.5%
COc1ccc(CNc2cccc(C(=O)O)c2C)c(OC)c1	?
O=C(O)CCCc1ccc2ccc3cccc4ccc1c2c34	?

The whole of this part, repeating the preview:
SMILES	KDM5B inh
CCc1ccc(CN(C)C(=O)CCc2nnc(-c3ccc(-c4ccccc4)cc3)o2)nc1	?
CCCCN1C(=O)N2Cc3ccccc3C2CS1(=O)=O (configuration not stated)	21.5%
COc1ccc(CNc2cccc(C(=O)O)c2C)c(OC)c1	?
O=C(O)CCCc1ccc2ccc3cccc4ccc1c2c34	?
O=C(Cn1ncc2c(Cl)cccc21)NCc1cccc(Br)c1	-14.3%
O=C(N[C@H]1[C@H](O)[C@H](O)C[C@@H]1c1ccc(C(F)(F)F)nc1)c1nc2ccccc2s1	?
c1ccc(CN(Cc2ccccc2)c2c3c(nc4ncnn24)CCC3)cc1	-9.8%
CC(CCc1ccccc1)Nc1ncnc2c1CN(C1CCNC1)C(=O)CN2C (configuration not stated)	?
CCOC(=O)C1(Cc2cccc(Cl)c2)CCCN(C(=O)c2cnn(CC)c2)C1 (configuration not stated)	-2.8%
Cc1cc(OC(C)C(=O)Nc2ccc3nsnc3c2)cc(C)c1Cl (configuration not stated)	?
c1ccc(-c2nc(-c3ccccc3)c(-c3ccccc3)nc2-c2ccccc2)cc1	-22.2%
Cc1ccc2onc(CNC(=O)N3CCN(c4cc(Cl)ccc4C)CC3)c2c1	8.1%
COCCNC(=O)c1ccc2c(c1)N(C)C(CC(=O)NC1CCOCC1)CO2 (configuration not stated)	31.6µM*
CCCCC(=O)NC1(C(F)(F)F)C(=O)Nc2c1c(=O)[nH]c(=O)n2-c1ccc(F)cc1 (configuration not stated)	-43.7%
O=C(c1ccc2ncccc2c1)N1CCC(N2C(=O)C(O)C23CCCCC3)CC1 (configuration not stated)	-8.2%
CCCS(=O)(=O)c1nc(S(=O)(=O)c2ccc(C)cc2)c(NCC)s1	18.8%
COC1C(=O)N(CC2CC2)C12CCN(C(=O)c1ccc(C)nc1)CC2 (configuration not stated)	10.7%
CCOC(=O)c1c(S(=O)(=O)N2CCC(C(=O)NCc3ccccc3OC)CC2)c(C)n(C)c1C	14.9%
COc1ccc(/C=C(/C#N)C(=O)c2c[nH]c3cc(F)ccc23)cc1	4.9%
C#CCNC(=O)[C@@H]1Cc2cn(Cc3cccnc3)c3cccc(c23)[C@H](CC(C)C)N1	19.6%[86.2 µM]
CC(=O)c1c(C)[nH]c(C(=O)CSc2nnc(C)s2)c1C	-2.2%
Cc1nc2ccc(N=NN(C)C)cc2[nH]1	?
CCN1C(=O)C(Cc2nc3ccccc3c(=O)n2CC)c2cc(Br)ccc21 (configuration not stated)	13.9%
C#CCn1cc(/C=C2/NC(=O)N(CC)C2=O)c2ccccc21	-13.8%

Some of these compounds in order of formula weight, falling:
SMILES	KDM5B inh
C#CCNC(=O)[C@@H]1Cc2cn(Cc3cccnc3)c3cccc(c23)[C@H](CC(C)C)N1	19.6%[86.2 µM]
COCCNC(=O)c1ccc2c(c1)N(C)C(CC(=O)NC1CCOCC1)CO2 (configuration not stated)	31.6µM*
COC1C(=O)N(CC2CC2)C12CCN(C(=O)c1ccc(C)nc1)CC2 (configuration not stated)	10.7%
CC(=O)c1c(C)[nH]c(C(=O)CSc2nnc(C)s2)c1C	-2.2%
C#CCn1cc(/C=C2/NC(=O)N(CC)C2=O)c2ccccc21	-13.8%
Cc1nc2ccc(N=NN(C)C)cc2[nH]1	?

The list goes on:
SMILES	KDM5B inh
COc1ccc(N2CCN(c3ncnc4c3cnn4-c3ccc(F)cc3)CC2)cc1	-4.0%
COC(=O)c1ccc(Nc2cc(C)nc3ccc(C)cc23)cc1	-10.9%
CN(Cc1ccccc1)Cc1cc(CC2(NC3CCCCC3)COC2)no1	17.5%[86.2 µM]
COc1ccccc1NC(=O)COC(=O)c1ccc2ccccc2n1	0.0%
CCNC(=O)N1CCc2cc(OC)c(OC)cc2C1CNC(=O)CC(C)C (configuration not stated)	9.1%
O=C(Nc1ccc(F)cc1)c1cnc(N2CCCCC2)c2ccccc12	?
Cc1ccc(-c2c(C(=O)NCc3ccc(F)cc3)oc(=O)c3ccccc23)cc1	-7.0%
CC1=NS(=O)(=O)N(Cc2ccccc2)C=C1C(=O)OCc1nc(-c2ccccc2)no1	-22.4%
CN1C[C@@H](NS(C)(=O)=O)C[C@H]1c1nc(-c2ccncc2)no1	-31.9%[86.2 µM]
Cc1ccc(Cl)cc1N1CCN(C(=O)c2ccc(Cn3cncn3)cc2)CC1	-1.3%
Fc1ccc(-c2noc([C@@H]3CCCN3Cc3ccccc3F)n2)nc1	-26.7%[86.2 µM]
O=C(C1CC1)N1CCCCC1c1nc(C2CCOCC2)n[nH]1 (configuration not stated)	50.7%[activator]
COC(=O)c1ccc(NC(=O)c2cc3c(CO)cnc(C)c3oc2=Nc2cccc(C(N)=O)c2)cc1	32.4%
Cc1ccc(C)c(CSc2ccc3nnc(CCNS(=O)(=O)c4ccccc4)n3n2)c1	-1.7%
Cc1ccccc1C(=O)N1C[C@@H](F)C[C@H]1C(=O)N1CCOCC1	-3.8%
Cc1ccc(CN(C(=O)COc2ccc(Cl)c(C)c2)c2ccccn2)o1	?
COc1cccc(CC(=O)N2[C@@H]3CC[C@H]2CC(NC(=O)c2ccncc2)C3)c1 (some centres not stated)	-12.6%
COc1ccccc1CNC(=O)C1CCN(Cc2cc3ccccc3n2Cc2cccc(C)c2)CC1	-36.1%
O=C1NCN(Cc2ccc(Cl)cc2)C12CCN(Cc1cccc3ccccc13)CC2	-7.0%
NCc1cccc(-c2cccnc2)c1	-19.5%[230 µM]
CSc1ccc(CN(C)CC(=O)NC(=O)NCc2ccccc2)cc1	2.6%
CCN(CC)CCNC(=O)CSc1nc2nc(C)c(Cc3ccccc3)c(C)n2n1	-8.9%
O=C(CSc1ccc(-c2ccccn2)nn1)Nc1ccc(F)cc1F	2.5%&-25.9%
Cc1ccc(Nc2nc3nonc3nc2Nc2cccc(C(F)(F)F)c2)cc1Cl	-16.7%

KDM5B inh: hit marks shown above
SMILES	KDM5B inh
COCCNC(=O)c1ccc2c(c1)N(C)C(CC(=O)NC1CCOCC1)CO2 (configuration not stated)	31.6µM*

Remaining list, next part.
SMILES	KDM5B inh
O=C(Cn1c(=O)nc(-c2ccccc2)c2ccccc21)Nc1ccc(Cl)cc1F	?
COc1ccc(C2(C#N)CCC(=O)N2c2ccccc2)cc1 (configuration not stated)	10.7%
C=CCNC(=O)C(=O)c1c(-c2ccccc2)[nH]c2ccccc12	14.1%
CC(C)(C)Nc1nc2cc([N+](=O)[O-])ccc2o1	13.2%
O=C(c1cc2ccccc2cc1O)N1CCN(S(=O)(=O)c2ccc(Cl)cc2)CC1	6.5%
CCNC(=O)NC(=O)CN1CCN(c2ccccc2Cl)CC1	-4.8%
CCOc1ccc(S(=O)(=O)N(CC(=O)Nc2ccc(OC)cc2OC)c2ccccc2)cc1	-19.6%
COc1ccc(CN2CC3(CCN(C(=O)c4ccc(OC)cc4OC)CC3)C2=O)cc1	17.0%
COc1ccc(NS(=O)(=O)c2ccc(N/N=C/c3ccsc3)c([N+](=O)[O-])c2)cc1	-2.0%
COc1ccc2oc(=O)c(C(=O)N3CCCCC3C)cc2c1 (configuration not stated)	198.8%[activator]
O=C(O)C1(Oc2ccc3ccccc3c2)CCN(Cc2ccsc2)CC1	-15.6%
COc1ccccc1CNC(=O)C1CCN(c2nc3ccc(Cl)cc3[nH]2)CC1	7.6%
COC(=O)c1ccc2c(c1)nc1n2[C@@H](CNCc2ccc(C(F)(F)F)cc2)COC1	-14.5%[86.2 µM]
Cc1cccc(N(C)S(=O)(=O)c2ccc3oc(=O)ccc3c2)c1C	-2.1%
Cc1ccc(NC(=O)CN2C(=O)NC3(CCCCC3)C2=O)c(Cl)c1	15.9%
O=C1C2CN(Cc3ccncc3Cl)CCC2OCCN1Cc1ccccc1 (configuration not stated)	19.7%[86.2 µM]
N#C/C(=C/c1cccc(F)c1)c1ccc(Cl)cc1Cl	19.5%
COc1ccc2oc(C(=O)NC3=NCCS3)c(C)c2c1	?
COc1ccccc1N(C)S(=O)(=O)c1ccc(C(=O)Nc2c(C)cccc2C(C)C)cc1	-7.0%
Cc1cc(=O)oc2cc(OC(C)C(=O)NCc3ccccn3)c(Cl)cc12 (configuration not stated)	-10.8%
CCc1ccc(/C=C2/SC(=S)N(CCC(=O)Nc3cccnc3)C2=O)cc1	13.2%
CCN(CC)c1ccc(NC(=O)C2CCC(CNc3c(N4CCCC4)c(=O)c3=O)CC2)c(C)c1 (configuration not stated)	7.6%
COc1ccc(CCNS(=O)(=O)c2ccc(-n3cnnn3)cc2)cc1OC	-13.5%
CC(C)c1noc(CCNC(=O)[C@H]2CNC[C@H](C(=O)N3CCOCC3)C2)n1	113.6%[activator]
COc1cccc(Nc2nc(-c3ccc(CNC(C)=O)cc3)cs2)c1	0.4%
CC(C)NC(=O)NC1=C(C#N)C(C)(C)Cc2ccccc21	-8.8%
O=C(CSc1nnc(N2CCOCC2)n1-c1cccc(F)c1)Nc1ccc(SC(F)F)cc1	-3.0%
CCc1ccc(S(=O)(=O)N2CCN(C3CCN(CCC(C)C)C3=O)CC2)cc1 (configuration not stated)	-13.4%
CC(c1ccccc1)N(C)CC(=O)NC(=O)NCCC1=CCCCC1 (configuration not stated)	17.9%
C/C(=N/NC(=O)C1COc2ccccc2O1)c1ccc(Br)s1 (configuration not stated)	16.2%
O=C(c1ccc(Cl)cc1)N1CCC(c2n[nH]c(=O)n2-c2ccccc2)CC1	-9.7%
CC(=O)N1CCOC(Cc2cccc(C(F)(F)F)c2)C1 (configuration not stated)	5.7%
CCOc1cc(/C=N/Nc2cc(C)nc(-n3nc(C)cc3C)n2)ccc1O	-23.0%
Cc1ccc(-c2csc(Nc3ccc(N(C)C)cc3)n2)cc1	-2.5%
Cc1c(-c2ccccc2)c(=O)oc2ccc(OS(=O)(=O)c3ccc(Cl)cc3)cc12	?
Cc1noc(-c2cccc(OC3CN(C(=O)NC(C)C)C3)c2)n1	-10.1%
Cc1ccc(CN2C(=O)OC(c3cccc(NC(=O)Cc4ccccc4)c3)C2C(=O)NCC(C)C)cc1 (configuration not stated)	-14.8%
CCOc1ccc(NC(=O)CSc2oc(-c3ccccc3)nc2S(=O)(=O)c2ccc(Cl)cc2)cc1	-14.3%
Cc1ccc(NC(=O)C2CCN(c3nc(C)nc4oc(C)c(C)c34)CC2)c(Cl)c1	5.8%
NCCc1nnc(SCC(=O)c2ccc(Cl)cc2)o1	7.1%
O=C(c1ccccc1OCC1CCCN(Cc2nccs2)C1)N1CCCC1 (configuration not stated)	7.7%
O=C(CNc1cccc(OC(F)(F)F)c1)N1CCNC1=O	18.9%
C[C@@H](NC(=O)Cc1ccccc1)c1onc(-c2ccc(Cl)cc2)c1C(=O)O	-15.1%[86.2 µM]
COc1ccc(C2/C(=C(\O)c3ccccc3)C(=O)C(=O)N2c2ccc(NC(C)=O)cc2)cc1 (configuration not stated)	-18.9%
O=[N+]([O-])c1cc(S(=O)(=O)Nc2ccc(Cl)cc2)ccc1N/N=C/c1ccccc1Br	-0.3%
CC1(C)C2CCC1(C(=O)Nc1ccc(F)c(F)c1)C(=O)C2 (configuration not stated)	17.5%
CCCCCCNc1nc2c(c(=O)n(C)c(=O)n2C)n1Cc1cc(OC)ccc1Cl	11.2%
Cc1cccc(OCC(=O)N(Cc2ccc(C(C)(C)C)cc2)Cc2ccco2)c1	?
COc1ccc(S(=O)(=O)N2CCc3c(C(=O)NCCc4cccs4)cccc32)cc1	-16.4%
N#Cc1cnn(-c2ccc(NC(=O)c3ccc4[nH]c5c(c4c3)CCCC5)cc2)c1N	?
CC(NC(=O)/C=C/c1cnc2ccccc2n1)C12CC3CC(CC(C3)C1)C2 (configuration not stated)	-2.5%
O=C(O)c1cccc2[nH]ncc12	12.6%
Cc1nccc(N2CCC(COc3ccc4c(cnn4CC[S+](C)(=O)[O-])c3)CC2)n1	-9.5%[86.2 µM]
COc1ccc(-c2nn3c(COc4ccc(C)cc4)nnc3s2)cc1OC	-17.1%
CC(=O)Nc1ccc(NC(=O)CN2C(=O)NC3(CCC(C)CC3)C2=O)cc1 (configuration not stated)	-12.7%
CSc1ccccc1NC(=O)c1ccc(C)c(C)c1	16.0%
O=C(c1cccc(Cl)c1)n1nc(-c2ccco2)nc1NCc1cccs1	?
Cc1ccccc1CN1C(=O)c2ccccc2Sc2ccc(C(=O)NCc3cccs3)cc21	-3.8%
Cc1cc(S(=O)(=O)N2CCC(CC(=O)NCc3ccccc3)C2)ccc1F (configuration not stated)	-8.2%
CCCOc1ccc(C(=O)Nc2ccc(S(=O)(=O)Nc3cc(C)nc(C)n3)cc2)cc1	15.8%
Further structures follow:
SMILES	KDM5B inh
CN(C)CCNc1ccccc1	-23.7%
CCn1cc(C(=O)NCCc2ccc(C)cc2)c(=O)c2cc(S(=O)(=O)N3CCc4ccccc4C3)ccc21	?
COC(=O)c1cc(S(=O)(=O)Nc2ccc(Cl)cc2F)c[nH]1	-12.8%
COc1ccc(N/C=C/C(=O)c2ccc(Br)cc2)cc1Cl	-11.4%
Cc1noc(-c2ccc(N(C)Cc3ccccc3)c([N+](=O)[O-])c2)n1	-21.4%
CN(C)C(=O)COc1ccccc1-c1nc(-c2ccccc2)no1	-19.4%
O=C1/C(=C\c2cccc([N+](=O)[O-])c2O)SC(=S)N1Cc1ccccc1	-11.3%
CN(CCCNC1CCC2(CCNCC2)CC1)c1ccccc1	?
